CHRM1 antagonist = human CHRM1 antagonism. CHO-K1 hM1, Fluo-8 calcium fluorescence, ACh EC80 antagonist. P11229. inhibition, % at 3 µM. actives 1.3% (n = 360,000);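 active means percent inhibition above its own plate's cutoff, namely the mean of that plate's compound wells plus 3 SD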;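 further: peak over basal fluorescence ratio during 140 s after agonist addition; 0% = ACh EC80 plus DMSO and 100% = DMSO alone without agonist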
OXTR potentiator = human OXTR potentiation; P30559; CHO-OTR cells, Fluo-8 calcium fluorescence, potentiator mode; 0% = oxytocin EC15, 100% = EC100; activation, % at 3 µM; actives 0.061% (n = 320,000); AID 2445;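 active means activation above that plate's cutoff, the mean activation of tested compounds plus 3 SD, cut at about 6.6% in these data, passing the limit was not always enough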;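 further: 100% uses oxytocin at 75 nM as the full agonist control; some results filed as inactive read as strong as hits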
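Replication – single well per compound, singlicate · Assay system – CHO cell line stably expressing human OTR · Timing – 6 min pre-incubation, 100 s read · Measure – normalized max/min fluorescence ratio, % activation · Doses – 3.0 µM, one dose · Detection – Fluo-8 calcium dye fluorescence · Probe or stimulus – oxytocin near EC15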
V1aR counter = V1a receptor agonism, counter-screen for OXTR agonists; actives 0.25% (n = 320,000); AID 2797; P37288; activation, % at 3 µM; CHO-V1R cells, Fluo-8 calcium fluorescence, agonist mode; 0% DMSO, 100% 3 nM vasopressin;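 active means activation above the mean activation of all tested compounds plus 3 SD, per screening run, cut at about 20% in these data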;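 further: signal is peak over basal fluorescence ratio across a 100 second FLIPR read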
Target sequence (P37288 whole entry, looked up): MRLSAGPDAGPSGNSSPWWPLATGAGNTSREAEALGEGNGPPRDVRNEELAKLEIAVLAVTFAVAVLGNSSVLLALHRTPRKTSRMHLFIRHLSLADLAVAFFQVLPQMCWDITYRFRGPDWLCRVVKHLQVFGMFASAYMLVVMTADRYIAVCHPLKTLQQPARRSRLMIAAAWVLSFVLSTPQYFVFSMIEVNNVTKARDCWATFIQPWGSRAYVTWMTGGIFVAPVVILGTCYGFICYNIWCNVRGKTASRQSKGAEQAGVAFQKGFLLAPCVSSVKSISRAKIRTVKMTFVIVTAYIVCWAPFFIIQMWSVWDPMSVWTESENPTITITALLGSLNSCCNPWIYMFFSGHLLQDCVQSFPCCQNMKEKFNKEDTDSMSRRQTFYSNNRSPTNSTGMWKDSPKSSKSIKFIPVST
TAAR1 antagonist = antagonists of human TAAR1. Q96RJ0. CHO RD-HGA16 TAAR1, Fluo-8 calcium fluorescence, antagonist. inhibition, % at 3 µM. actives 1.5% (n = 360,000);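 active means inhibition above a per-plate cutoff, the mean inhibition of test compounds on that plate plus 3 SD, cut at about 49% in these data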;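 further: 0% = DMSO plus EC80 beta-PEA response and 100% = DMSO alone without agonist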
Target sequence (Q96RJ0 whole entry, looked up): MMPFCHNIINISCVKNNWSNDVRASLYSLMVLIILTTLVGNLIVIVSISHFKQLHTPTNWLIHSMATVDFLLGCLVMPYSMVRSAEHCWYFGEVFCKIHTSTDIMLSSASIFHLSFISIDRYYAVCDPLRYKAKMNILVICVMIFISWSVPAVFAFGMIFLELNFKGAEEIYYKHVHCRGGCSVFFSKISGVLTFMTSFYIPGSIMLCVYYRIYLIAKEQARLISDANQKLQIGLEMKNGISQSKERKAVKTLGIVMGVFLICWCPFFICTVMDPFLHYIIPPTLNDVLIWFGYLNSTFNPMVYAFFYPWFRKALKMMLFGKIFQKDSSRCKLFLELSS
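Test system – hTAAR1-expressing CHO RD-HGA16 cells, Gα16-coupled · Also added – β-PEA at EC80 concentration, post-compound challenge · Compound – 3 µM, single point · Incubation – dye loading 75 min at 37 °C, then 30 min room temperature · Measured by – Fluo-8 intracellular calcium dye fluorescence, real-time kinetic reads · Benchmarks – vehicle and agonist controls · Replicates – singlicate, one well per test compound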
CHRM1 agonist = agonists of human M1 muscarinic receptor. actives 0.33% (n = 360,000). CHO-K1 hM1, Fluo-8 calcium fluorescence, agonist mode; 0% DMSO, 100% acetylcholine EC100. P11229. activation, % at 3 µM;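 active means activation above the run's mean compound activation plus 3 SD, cut at about 16% in these data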;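 further: peak over basal fluorescence ratio within a 140 s kinetic read after compound addition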
CHO parental Ca = counter-screen for OX1R antagonists: effect in parental CHO cells | parental CHO-K1, ATP-induced calcium, Fluo-8 fluorescence | inhibition, % at 5.6 µM | actives 0.63% (n = 330,000);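 active means inhibition above that plate's mean sample inhibition plus 3 SD, cut at about 26% in these data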;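 further: 0% = ATP-challenged DMSO wells and 100% = DMSO wells without ATP; some compounds past the cut are filed as inactive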
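Test system: untransfected parental CHO cell line; also added: ATP stimulus; dosing: 5.6 µM, single dose; signal: calcium-sensitive Fluo-8 fluorescence; measure: percent inhibition of ATP-evoked calcium rise, normalized to controls; benchmarks: low control ATP plus DMSO, high control DMSO only; replication: one well per compound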
TAAR1 agonist = human TAAR1 agonism; Q96RJ0; CHO RD-HGA16 TAAR1, Fluo-8 calcium fluorescence; vehicle wells 0%, saturating PEA agonist 100%; activation, % at 3 µM; actives 0.99% (n = 360,000); AID 624467;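 active means activation above the mean activation of all test compounds in the run plus 3 SD, cut at about 38% in these data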
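System: CHO-derived RD-HGA16 cells with stable Gα16 and human TAAR1 / Times: 17-24 h plating, Fluo-8 75 min 37 °C, 30 min RT / Technique: calcium-sensitive Fluo-8 signal, excitation 470-495, emission 515-575 nm / Measure: % activation relative to PEA EC100 response / Benchmarks: DMSO and PEA EC100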
OXTR ag = human OXTR agonism; P30559; CHO-OTR cells, Fluo-8 calcium fluorescence; normalized: DMSO 0%, oxytocin 100%; activation, % at 3 µM; actives 0.32% (n = 320,000);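 active means activation above the mean of all tested compounds plus 3 SD, cutoff set per screening run, cut at about 20% in these data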;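 further: peak over basal fluorescence ratio from a 100 s FLIPR kinetic read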
CHRM1 PAM = positive allosteric modulators of human M1 muscarinic receptor. P11229. CHO-K1 hM1, Fluo-8 calcium fluorescence, ACh EC20; 0% = ACh EC20, 100% = maximal ACh. activation, % at 3 µM. actives 0.088% (n = 360,000). AID 588819; in the data active means activation above about 19%, passing the limit was not always enough
* marks the source's active call; other numbers are inactive results; x = not tested or not shown.

SMILES,TAAR1 agonist,V1aR counter,CHRM1 agonist,OXTR potentiator,TAAR1 antagonist,OXTR ag,CHRM1 antagonist,CHO parental Ca,CHRM1 PAM
CCOC(=O)C1C(=O)OC(C)(C)C1C(C)C(=O)c1ccccc1 (stereo not drawn),11.4,-0.5,-5.8,-0.8,12.3,0.3,-9.6,-7.8,9.6
CCOC(=O)COn1c(SCC(=O)OCC)nc2ccccc2c1=O,3.1,-1.3,-1.7,4.8,4.0,-0.6,7.8,-8.1,1.9
Cc1nnc(NC(=O)c2ccc3c(c2)C(=O)N(CCC(C)C)C3=O)s1,1.1,0.3,-3.6,-3.9,12.3,0.2,5.7,1.0,-4.3
C=CCn1c(=O)c2c3c(sc2n2c(Nc4ccc(C(=O)OCC)cc4)nnc12)CCCC3,2.8,-0.9,-3.0,-2.1,-23.6,-1.9,-6.6,-20.1,9.7
O=C(CNC(=O)c1ccc(-c2ccccc2)cc1)OCc1c(F)cccc1Cl,3.3,2.4,-8.5,-10.0,-4.4,-0.7,-9.2,-14.9,11.0
CCCCn1c(N)c(N(CCOC)C(=O)c2ccc(-c3ccccc3)cc2)c(=O)[nH]c1=O,0.6,0.7,-1.8,-9.4,-6.8,-0.2,-6.9,-3.9,2.2
CSc1ccc(CN2CCC(C)(Oc3ccccc3)C2)cc1 (stereo not drawn),-0.7,x,-8.2,x,9.5,x,4.0,x,-14.1
O=C(NCCNc1ccc([N+](=O)[O-])cc1)c1cc(F)c(F)cc1Cl,0.9,5.7,1.5,-12.2,-12.8,0.9,3.6,0.9,-5.3
Cn1c(=O)c2[nH]c(N=NNc3ccccc3F)nc2n(C)c1=O,0.0,1.0,-2.7,2.3,-29.1,0.2,-2.7,-11.6,7.8
CN1CCN(c2ccc(Cl)cc2NC(=O)/C=C/c2ccc(F)cc2)CC1,3.7,5.2,-4.2,-19.6,-5.8,9.3,-5.3,3.1,5.1
Cc1c(OCC(=O)NCc2ccncc2)ccc2c3c(c(=O)oc12)CCCC3,3.0,2.2,-2.4,-11.7,3.0,1.4,2.1,-25.8,-0.3
Cc1cc(C)cc(CSCC(=O)NN=C2CCCCCC2)c1,3.9,0.5,-7.6,-3.3,-19.3,-0.7,-1.8,2.5,2.6

More entries
SMILES,TAAR1 agonist,V1aR counter,CHRM1 agonist,OXTR potentiator,TAAR1 antagonist,OXTR ag,CHRM1 antagonist,CHO parental Ca,CHRM1 PAM
CN(CC(=O)Nc1ccc(N2CCOCC2)cc1)C(=O)CC(c1ccccc1)c1ccccc1,6.2,-0.1,-4.9,3.6,-27.5,-0.5,-1.6,-12.2,4.2
CCC1CCc2c(c3ccccc3[nH]c2=O)O1 (stereo not drawn),6.0,-1.0,-2.5,-11.1,0.2,-2.4,-8.9,-17.5,12.1
Cc1ccc(CN2CCN(c3ccccc3)CC2)o1,3.2,-1.1,-5.1,-5.6,-10.6,-0.9,-18.1,-15.9,12.9
COCCCn1c(SCC(=O)NC(C)(C)C)nnc1-c1ccccc1,1.1,-0.9,7.1,-8.7,13.2,-0.3,3.6,-10.7,15.0
CCC(C)Sc1ccc([C@@H]2[C@H]3C(=O)N(CC)C(=O)[C@H]3[C@]3(C(=O)OC)CCCN23)cc1OC (stereo partly drawn),8.9,-1.2,-2.3,-12.9,-8.1,-1.5,-7.7,-9.7,7.9
CCOC(=O)NC(=O)C(=CNc1ccccc1C)C(=O)NC(=O)OCC,7.8,0.9,-3.5,-1.3,-14.7,-0.1,-4.4,4.5,11.7
N=c1c(S(=O)(=O)c2ccc(Cl)cc2)cc2c(=O)n3ccccc3nc2n1CCc1ccccc1,33.0,1.7,-2.4,-6.7,-23.4,-0.2,-12.8,-12.2,11.0
Cc1cc(F)ccc1S(=O)(=O)N1CCCOC1CNC(=O)C(=O)NCc1ccccn1 (stereo not drawn),0.0,0.9,-3.7,-1.7,-7.2,0.3,-11.7,-11.3,7.4
Cc1ccc(C(=O)N(c2ccccc2)C2CC(C)N(C(=O)c3ccco3)c3ccccc32)cc1 (stereo not drawn),16.6,-1.0,-4.2,-7.3,-1.7,-1.0,-21.6,-24.1,-0.2
COCC(C)NC(=O)c1cc(-c2ccc(O)cc2)on1 (stereo not drawn),0.4,2.6,2.8,-2.6,-1.3,2.1,-10.6,-2.6,6.8
CN=C1C=C/C(=N/N=c2\ccn(O)cc2C)C=C1C,1.6,-1.6,-5.7,-9.9,1.7,-1.6,-10.0,-4.6,2.8
O=C(Cn1c(=O)cnc2ccccc21)NNC(=O)c1ccc(Cl)cc1,3.5,0.9,-3.7,-1.5,2.6,0.9,-5.2,-10.5,6.0

Single values from the entries so far.
TAAR1 antagonist, CCC1CCc2c(c3ccccc3[nH]c2=O)O1 (stereo not drawn) → 0.2
CHO parental Ca, COCCCn1c(SCC(=O)NC(C)(C)C)nnc1-c1ccccc1 → -10.7

Next structures follow.
SMILES,TAAR1 agonist,V1aR counter,CHRM1 agonist,OXTR potentiator,TAAR1 antagonist,OXTR ag,CHRM1 antagonist,CHO parental Ca,CHRM1 PAM
O=C(OCC(=O)N1CCCCCC1)c1ccc(Br)c(S(=O)(=O)N2CCOCC2)c1,11.3,10.7,2.6,-5.4,-24.6,3.5,1.3,-14.8,-4.8
Nc1nc(N2CCCCC2)nc(N2CCCCC2)n1,9.8,0.4,3.8,-3.2,-8.9,0.1,-4.1,2.6,7.8
COc1ccc(CN2CCC(C(N)=O)CC2)cc1OCc1ccccc1,1.1,-1.2,1.1,-15.8,-13.4,-0.3,-2.5,-8.6,7.8
COc1ccc(OC)c(Nc2ncnc3ccc(Br)cc23)c1,5.8,-0.1,-5.8,-13.5,-13.0,-2.0,-5.7,-13.7,-2.2
Cc1[nH]c(=O)[nH]c(=O)c1/C=C/C(=O)O,1.4,4.0,-0.9,-3.5,-45.6,0.3,-2.1,6.9,2.5
COC(=O)CNC(=O)CSc1nnc(C)c(=O)[nH]1,1.8,0.4,-4.0,-2.7,-22.8,-1.1,0.8,-5.3,-0.7
COC(=O)C1=CNC=C(C(=O)OC)C1c1cccc(OC)c1,9.6,-0.9,-2.7,-6.7,1.5,-1.8,-4.5,-11.5,8.8
Cc1ccc(Cn2c(SCC(=O)N/N=C/c3ccc(C)o3)nc3ccccc32)cc1,2.2,-0.3,-3.0,-14.9,35.5,-0.8,-16.0,-34.5,1.5
N#Cc1ccccc1NC(=O)COC(=O)c1c[nH]c2ccccc12,3.7,x,0.0,x,-2.5,x,-13.0,x,10.3
CCCCCn1nc(C(=O)OCC(=O)c2c(N)n(C)c(=O)n(C)c2=O)c2ccccc2c1=O,10.2,-0.4,-0.9,-11.2,1.2,-0.8,-5.8,-14.9,8.1
O=c1oc2ccccc2n1CCc1ccccc1,-0.9,-1.8,-4.4,1.8,-11.1,-2.1,-0.2,-15.4,4.8
O=C(c1sccc1-c1ccccc1)N1CCN(S(=O)(=O)c2ccccc2F)CC1,4.0,4.7,-3.3,-5.3,18.8,3.9,1.0,-5.1,-2.6

Next section:
SMILES,TAAR1 agonist,V1aR counter,CHRM1 agonist,OXTR potentiator,TAAR1 antagonist,OXTR ag,CHRM1 antagonist,CHO parental Ca,CHRM1 PAM
C[C@@H]1CN([C@@H](C)CO)C(=O)c2cc(C#Cc3ccccc3)cnc2O[C@H]1CN(C)C(=O)c1ccccc1F,2.9,x,-3.4,x,-13.1,x,-13.3,x,3.4
Cc1cc(Cl)ccc1OCC(=O)NNC(=O)c1cccs1,0.5,1.0,0.6,-9.2,-12.0,0.2,-20.3,-20.7,18.0
COc1cccc(N=NC2C(=O)N(C(N)=S)N=C2C)c1 (stereo not drawn),0.8,-0.7,-0.3,-9.9,-12.9,-2.1,-6.2,-16.3,5.7
O=C(C[C@@H]1C/C=C\CC[C@H](Cc2ccc(F)cc2)C(=O)OC[C@@H]2CCCN2C1=O)NCCO,11.2,-0.1,-0.5,3.4,0.1,-0.6,-28.4,-9.4,17.5
O=C(Nc1ccc(Cl)cc1)OCc1cc(-c2ccccc2)on1,5.4,4.5,14.4,-19.2,43.0,2.1,12.5,24.6,-9.2
Cc1nc2ccccc2c2nc(NC(=O)C(F)(F)F)nn12,0.6,0.6,-0.8,-3.0,-19.1,0.9,-11.2,-8.2,12.2
O=C(/C(=C(\[O-])c1ccccc1)[n+]1ccc2ccccc2c1)c1ccccc1,4.4,0.4,-5.4,-8.8,4.6,0.5,-3.5,-0.1,1.8
COc1ccc(-n2ccc(-c3nn(-c4cccc(C(F)(F)F)c4)ccc3=O)n2)cc1,2.0,-0.8,-3.4,-14.9,-29.2,-1.2,3.8,-29.3,-4.3
CCO[C@H]1OC(C(=O)N2CCOCC2)=C[C@@H](c2ccc(C(F)(F)F)cc2)[C@@H]1CCCO,4.2,-0.1,0.2,-9.0,12.5,-1.1,-13.4,-5.5,18.8
O=C(CCC(=O)Nc1ccccc1Cl)N/N=C/c1c[nH]c2ccccc12,1.7,1.0,-3.4,-10.4,-3.3,1.3,-5.3,-1.1,5.3
COc1ccc(NC(=O)CSc2nc(O)cc(=O)n2-c2ccc(OC)cc2)cc1,8.9,-0.1,-3.1,-8.6,-10.1,-0.6,0.6,2.4,8.0
c1ccc(SCCCCNC2CCCC2)cc1,6.6,0.6,-9.3,-5.8,6.8,0.2,-10.5,-5.1,6.0

The list goes on.
SMILES,TAAR1 agonist,V1aR counter,CHRM1 agonist,OXTR potentiator,TAAR1 antagonist,OXTR ag,CHRM1 antagonist,CHO parental Ca,CHRM1 PAM
COc1ccc(OC)c2[nH]c(C(=O)N3CCC(C(=O)O)CC3)cc12,2.0,0.6,-2.6,-9.7,0.6,7.3,-4.9,5.6,6.5
O=C(O)CCn1c(=O)n(CCC(=O)O)c(=O)n(CCC(=O)O)c1=O,10.1,2.0,-6.0,-16.2,10.4,-0.6,5.2,2.5,5.2
COc1ccc(Br)cc1/C=N/N1CCN(Cc2ccccc2Cl)CC1,-0.9,0.2,-4.7,-11.8,-9.0,-0.6,-15.5,-22.7,4.0
Cc1nnc(SC(C)C(=O)Nc2c(C)n(C)n(-c3ccccc3)c2=O)n1N (stereo not drawn),0.7,0.1,-2.5,-6.7,-26.8,1.0,-12.2,-4.7,10.5
COc1ccc(C(=O)NCc2ccc(F)cc2)cc1S(=O)(=O)N1CCCC1,1.1,x,0.3,x,-26.5,x,1.2,x,-3.1
COC(=O)c1ccc(Cn2c(C)c(C(=O)NCc3ccc([N+](=O)[O-])cc3)sc2=O)o1,21.0,x,-1.3,x,38.5,x,7.1,x,-7.1
CC(C)C(=O)NC(NC(=S)NC1CCS(=O)(=O)C1)C(Cl)(Cl)Cl (stereo not drawn),8.2,0.3,-4.4,-3.5,2.9,-0.5,6.3,1.8,3.1
